Assay outcomes (PubChem BioAssay)
Shiga inhibitor – inhibitors of Shiga toxin in Vero cells. hit rate 9.2% among 290,000. inhibition, % at 38.7 µM. Vero cells, Shiga toxin protein synthesis inhibition reporter; in the data active = inhibition mostly above about 28%, no sharp cut-off; inactive = mostly below about 43%; also: 0% is about no effect
HCMV antiviral – blocks human cytomegalovirus replication; hit rate 4.5% among 410,000; HFF cells, HCMV-luciferase reporter, 72 h; active compounds read low; activity change, negative = inhibition, % at 57.5 µM; AID 1259415; in the data active = activity change below about -60%; inconclusive = no clear call, values can overlap the other calls; inactive = above about -39%; also: % is scaled to controls: 0 for no effect and ±100 for the full control effect
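HFF cells seeded 16 h at 37C, treated with compounds, infected with luciferase-reporter HCMV at MOI 1 PFU/cell; luciferase read at 72 h post infection, normalized to buffer-only and Salinomycin controls.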
FBPA Giardia inh – Giardia lamblia aldolase inhibition; hit rate 0.71% among 290,000; purified Giardia FBPA; Potency, µM (highest dose often 59.6 µM), for inactives: at the top dose activity, negative = inhibition, most hits filed as inhibitors; A8B2U2; also: potency is read from the fitted curve at half-maximal effect; % is scaled to controls: 0 for no effect and ±100 for the full control effect; nearly all actives have a fitted effect of over 55% in size
Target sequence (A8B2U2 whole entry, looked up): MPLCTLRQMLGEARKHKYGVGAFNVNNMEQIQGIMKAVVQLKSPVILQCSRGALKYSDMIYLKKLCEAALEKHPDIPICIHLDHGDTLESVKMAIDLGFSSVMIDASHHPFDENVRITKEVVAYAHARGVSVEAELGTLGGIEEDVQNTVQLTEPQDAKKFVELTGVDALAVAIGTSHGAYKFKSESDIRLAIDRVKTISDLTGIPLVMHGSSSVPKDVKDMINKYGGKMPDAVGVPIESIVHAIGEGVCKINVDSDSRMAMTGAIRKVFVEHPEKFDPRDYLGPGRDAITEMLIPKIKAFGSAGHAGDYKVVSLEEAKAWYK
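Giardia FBPA (40 nM reagent) was preincubated 10 min at RT with compound (up to 57.5 uM final), then substrate plus GAPDH/TPI/NAD/arsenate coupling system with diaphorase/resazurin was added; resorufin fluorescence (525/598 nm) was read after 20 min.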
AMA1-RON2 inh – inhibitors of Plasmodium falciparum AMA1-RON2 interaction; hit rate 0.2% among 360,000; AlphaScreen AMA1-biotinylated RON2 peptide binding; AID 720542; Potency, µM (series often up to 58.2 µM), without a hit: at the top dose activity change, negative = inhibition, hits mostly inhibitors;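 also: potency is read from the fitted curve at half-maximal effect; 0% = vehicle wells and -100% = peptide control; nearly all actives have a fitted effect of over 45% in size; some results filed as inactive show a strong effect at the top dose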
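AMA1 (3D7) with his tag at 25 nM final met compounds first, then biotinylated RON2 peptide at 25 nM; detection used donor plus acceptor beads, 10 µg/mL apiece, read by AlphaScreen after 30 min at room temperature.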
AmpC detergent – AmpC beta-lactamase inhibition with detergent present; Potency, µM (series often up to 114 µM), inactives show at the top dose activity change, negative = inhibition, hits mostly inhibitors; AID 485294; P00811; AmpC hydrolysis of nitrocefin, absorbance 480 nm, 0.01% Triton; hit rate 0.041% among 370,000;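 also: potency is read from the fitted curve at half-maximal effect; 0% = no-compound wells and -100% = no-enzyme wells; nearly all actives have a fitted effect of over 25% in size; some results filed as inactive show a strong effect at the top dose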
Target sequence (P00811 whole entry, looked up): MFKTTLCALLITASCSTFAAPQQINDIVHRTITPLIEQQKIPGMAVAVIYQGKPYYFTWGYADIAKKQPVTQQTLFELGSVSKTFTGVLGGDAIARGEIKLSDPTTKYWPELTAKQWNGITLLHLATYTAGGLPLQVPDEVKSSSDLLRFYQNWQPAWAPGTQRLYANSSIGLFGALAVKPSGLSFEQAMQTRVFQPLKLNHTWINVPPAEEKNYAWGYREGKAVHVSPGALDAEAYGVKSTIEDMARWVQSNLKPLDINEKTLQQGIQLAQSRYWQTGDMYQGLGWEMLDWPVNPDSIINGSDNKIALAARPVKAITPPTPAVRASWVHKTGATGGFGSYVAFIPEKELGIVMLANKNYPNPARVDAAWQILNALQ
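AmpC (5.3 nM in the dispensed reagent) in 20 mM phosphate pH 7.0 with 0.01% (detergent screen) or 0.0001% Triton X-100 was preincubated with compounds for 15 min at room temperature. Nitrocefin was then added from an 800 uM solution, and hydrolysis was followed at 480 nm.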
CHX counter – counter-screen hit for Shiga toxin inhibitors, cycloheximide. cell reporter, cycloheximide protein synthesis inhibition counterscreen. max response, %. hit rate 12% among 300,000. AID 2314; in the data active = max response mostly above about 13%, no sharp cut-off; inactive = mostly below about 14%; also: read at 38.3 µM for the half of the compounds with a filed dose; 0% is about no effect
AmpC inh no detg – AmpC beta-lactamase inhibition without detergent; P00811; AmpC nitrocefin hydrolysis, absorbance 480 nm, 0.0001% Triton; Potency, µM (titrated, usually from 57.1 µM), without a hit: at the top dose activity change, negative = inhibition, actives largely listed as inhibitors; hit rate 0.52% among 330,000; AID 485341;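 also: potency is read from the fitted curve at half-maximal effect; plate controls were no compound for no effect and no enzyme for full effect; nearly all actives have a fitted effect of over 20% in size; some results filed as inactive show a strong effect at the top dose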
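20 mM phosphate pH 7.0 + 0.01% (detergent screen) or 0.0001% Triton X-100; 5.3 nM AmpC reagent; cpd preinc 15 min RT; nitrocefin (800 uM stock) to start; A480 q20 s × 4 min; Activity was normalised to no-enzyme and no-compound control wells.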
Active calls of the source: *; ? = inconclusive; . = no result given; [ ] = another dose, or the depositor's remark. Unless noted, calls follow the shape of the dose curve; as a rule, active = well fitted curve in the direction sought with a large enough effect; inconclusive = small, poorly fitted or top-dose-only effect, or another doubt; inactive = no such curve, though single readings can be large; an effect the other way counts as inactive or inconclusive.

Sequence of screens – Shiga inhibitor	HCMV antiviral	FBPA Giardia inh	AMA1-RON2 inh	AmpC detergent	CHX counter	AmpC inh no detg
> CN(c1cc(=O)n2ccccc2n1)C1CCCCC1
 : 24	19	-8%	6%	-1%	24*	-12%
> O=C(Nc1ccc(-c2n[nH]c(=S)o2)cc1)c1ccccc1Cl
 : 10	101	-10%	9%	-6%	1	-25%
> CCn1cc(/C=C/C(=O)Nc2ccn(Cc3c(F)c(F)cc(F)c3F)n2)cn1
 : -6	-70*	0%	-13%	?	-3	-26%
> CNc1oc(C)nc1S(=O)(=O)c1ccc(C)cc1
 : -5	-14	-10%	-2%	-12%	2	-14%
> CCOC(=O)c1c(NC(=O)c2nn(C)cc2[N+](=O)[O-])sc(C)c1C
 : -7	66	0%	-8%	5%	-3	-12%
> CN1CCN(NC(=O)/C=C/c2cccc(Cl)c2)CC1
 : -28	0	.	-7%	-2%	4	-4%
> CCN(CC(=O)Nc1cccc(S(=O)(=O)N2CCCCC2)c1)Cc1ccccc1
 : .	-21	.	-8%	?	.	-17%
> CC(C)(C)CN1CCNC(=O)C1CC(=O)NCCN1CCCc2ccccc21 (stereo not drawn)
 : -2	7	-23%	-1%	5%	1	135%[activator]
> O=C1c2ccccc2C(Nc2ccc(S(=O)(=O)N3CCCCCC3)cc2)N1Cc1ccco1 (stereo not drawn)
 : -1	-35	7%	0%	-16%	-8	-12%
> Cc1cc(NC(=O)c2ccccc2Oc2ccccc2)no1
 : -14	13	1%	11%	3%	0	-46%
> CC(C)CCNc1ncnc2c1cnn2Cc1ccccc1Cl
 : -7	-20	-1%	5%	0%	-3	-11%
> O=C(COC(=O)Cc1ccccc1F)Nc1cc(S(=O)(=O)N2CCOCC2)ccc1N1CCCC1
 : 5	?	-2%	25%	-19%	3	34%
> CCN1CCN(S(=O)(=O)c2ccc(Cl)c(C(=O)Nc3ccc(C(=O)N(CC)CC)cc3)c2)CC1
 : -2	-34	.	8%	1%	-2	116%[activator]
> COc1cccc(O)c1CN1CCC(C(=O)Nc2ccc(Oc3cccnc3)cc2)CC1
 : -15	?	.	-12%	12%	-5	10%
> CCCn1c(=O)n(C)c(=O)c2c(SCC(=O)NCC(c3ccccc3)N(C)C)nc(CC(C)C)nc21 (stereo not drawn)
 : -6	30	.	-12%	-5%	-1	44%
> CN(C)/C=C/c1oc2ccc(O)cc2c1[N+](=O)[O-]
 : 146*	-24	-7%	-22%	1%	37	-26%
> CC(=O)N=C1SC2CS(=O)(=O)CC2N1Cc1ccc(C)cc1 (stereo not drawn)
 : -9	2	2%	-2%	4%	-1	-15%
> O=C(NNC(=S)Nc1ccccc1)c1ccncc1
 : 35	-7	.	10%	-3%	6	-5%
> COc1cc2cc(C)c3nnc(SCC(=O)Nc4cc(C)on4)n3c2cc1OC
 : 30	-3	6%	-16%	-7%	12	-1%
> COc1cccc(C(=O)CC(C(=O)O)c2ccc(F)cc2)c1 (stereo not drawn)
 : 20	19	8%	8%	1%	5	-9%
> Cc1noc(/C=C/c2cccs2)c1S(=O)(=O)N1CCC(C(=O)NCCCN2CCC(C)CC2)CC1
 : -19	-2	5%	-15%	2%	-6	198%[activator]
> CCOC(=O)c1c(C)nn(-c2ccc(NC(=O)c3c(C)noc3C)cc2)c1C
 : -10	.	10%	-10%	-7%	-4	70%[activator]
> Nc1c(S(=O)(=O)c2ccccc2)c2nc3ccccc3nc2n1CCN1CCOCC1
 : -17	.	5%	9%	-16%	-3	111%[activator]
> CCOC(=O)NC(=O)c1cn(N(C)c2ncc(C(F)(F)F)cc2Cl)c(=O)[nH]c1=O
 : -9	10	7%	0%	-1%	-2	-50%
> CCN(CC)S(=O)(=O)c1ccc(OC)c(NC(=O)c2cc(=O)[nH]c3ccccc23)c1
 : -6	-12	1%	-4%	0%	2	26%
> COc1cc(C(=O)OCc2nc3ccsc3c(=O)[nH]2)c([N+](=O)[O-])cc1OC
 : .	-17	.	-14%	?	.	-12%
> COc1ccc2oc(C(=O)c3ccccc3)c(N)c2c1
 : 135*	120	.	1%	2%	65*	-29%
> CCOC(=O)NC(=O)/C(C=Nc1ccc(Cl)cc1)=C(\C)O
 : -3	-17	2%	-20%	0%	-2	-31%
> CC(=O)c1c(C)[nH]c(C(=O)OCC(=O)N2c3ccccc3NC(=O)C2(C)C)c1C
 : -3	-17	2%	-29%	-18%	-2	-22%
> Cc1nc(NCc2ccco2)nc2c1C(=O)CC(C)C2 (stereo not drawn)
 : -3	0	1%	10%	0%	0	-9%

3 of these compounds, reformatted.
compound: Cc1noc(/C=C/c2cccs2)c1S(=O)(=O)N1CCC(C(=O)NCCCN2CCC(C)CC2)CC1
- Shiga inhibitor = -19
- HCMV antiviral = -2
- FBPA Giardia inh = 5%
- AMA1-RON2 inh = -15%
- AmpC detergent = 2%
- CHX counter = -6
- AmpC inh no detg = 198%[activator]

compound: CCOC(=O)NC(=O)/C(C=Nc1ccc(Cl)cc1)=C(\C)O
- Shiga inhibitor = -3
- HCMV antiviral = -17
- FBPA Giardia inh = 2%
- AMA1-RON2 inh = -20%
- AmpC detergent = 0%
- CHX counter = -2
- AmpC inh no detg = -31%

compound: CCOC(=O)c1c(C)nn(-c2ccc(NC(=O)c3c(C)noc3C)cc2)c1C
- Shiga inhibitor = -10
- HCMV antiviral = .
- FBPA Giardia inh = 10%
- AMA1-RON2 inh = -10%
- AmpC detergent = -7%
- CHX counter = -4
- AmpC inh no detg = 70%[activator]

The main list resumes; the two compounds before the break are reprinted first.
SMILES	Shiga inhibitor	HCMV antiviral	FBPA Giardia inh	AMA1-RON2 inh	AmpC detergent	CHX counter	AmpC inh no detg
CC(=O)c1c(C)[nH]c(C(=O)OCC(=O)N2c3ccccc3NC(=O)C2(C)C)c1C	-3	-17	2%	-29%	-18%	-2	-22%
Cc1nc(NCc2ccco2)nc2c1C(=O)CC(C)C2 (stereo not drawn)	-3	0	1%	10%	0%	0	-9%
O=C(O)/C=C/C(=O)NCc1ccccn1	7	22	?	101%[activator]	-7%	8	-25%
Cc1cc([N+](=O)[O-])nn1CCCC(=O)Nc1ccc2c(c1)OCO2	-8	?	.	-3%	-7%	11	15%
Nc1nc2ccccc2n1Cc1ccc(Cl)c(Cl)c1	.	18	4%	-4%	-7%	-2	-29%
CCOC(=O)C1=C(CNCCOc2ccc(OC)cc2)NC(=O)NC1c1ccc2c(c1)OCO2 (stereo not drawn)	-3	24	10%	-21%	-1%	2	29%
N#CCSc1nc2ccccc2c(=O)n1CCC(=O)NC1CCCCC1	-13	?	3%	0%	-1%	-3	-3%
Cc1cc(C(=O)CSc2ccc(F)cc2)cc(C)c1OC(=S)N(C)C	146*	-92*	0%	10%	-11%	58*	-19%
O=C1NC(=O)/C(=C/c2ccccc2OCc2ccccc2)S1	-2	-24	24%	-6%	4%	-2	-15%
O=C(NCc1cccnc1)c1ccc(S(=O)(=O)N2CCCCCC2)cc1	7	?	6%	8%	-1%	5	-11%
Cc1c(Br)cc(C(=O)N2CCN(CCO)CC2)c(C)c1C	-7	-101*	0%	1%	-3%	-1	12%
Cc1ccsc1C(=O)OCC(=O)c1ccc[nH]1	.	1	.	-1%[11.6 µM]	?	.	-27%
CCCc1cc(=O)[nH]c(SCC(=O)N2c3ccccc3NC(=O)C2(C)C)n1	.	5	.	4%	.	.	-19%
COc1ccc(N(CC(=O)N/N=C/c2cccc3c2OCCO3)S(=O)(=O)c2ccc(NC(C)=O)cc2)cc1	-20	37	2%	-12%	-14%	-5	-2%
COc1cccc(CSc2nc3nc(C)cc(C)n3n2)c1	-4	0	-2%	12%	2%	4	1%
Cn1cnnc1Sc1ccc(/C=C(\CC(=O)O)c2nc3ccccc3s2)cc1[N+](=O)[O-]	21	20	11%	-13%	5%	1	-14%
CC(C)(C)SCCNC(=O)COc1ccccc1	16	15	4%	-5%	-16%	27*	-1%
COCc1c(C(=O)OCC(=O)c2ccc[nH]2)oc2ccccc12	.	4	.	-5%	.	.	-15%
CCOc1ccc(NC(=O)Nc2cc(C)ccc2OC)cc1	29*	-12	-5%	-7%	0%	25*	-30%
Cc1ccc(S(=O)(=O)NCCOc2nc(N(C)C)nc(N(C)C)n2)cc1	8	0	13%	-13%	-4%	-2	51%
Cc1cc(C(=O)N2CCN(c3ccc([N+](=O)[O-])cc3)CC2)c(C)o1	11	0	0%	-13%	-3%	10	39%[activator]
CC(C)OC(=O)c1cc(NC(=O)c2nn(C)cc2Br)cc(C(=O)OC(C)C)c1	-13	12	4%	5%	-7%	1	43%
CC(C)c1ccc(C(=O)OCC(=O)c2c(N)n(C)c(=O)n(C)c2=O)cc1	.	4	.	-8%	.	.	93%[activator]
CCCC1=Nc2cc(C(=O)NCCCOCC)ccc2Sc2ccccc21	-34	-82*	7%	-3%	?	-3	125%[activator]
CCOC(=O)CSc1c(-c2ccccc2)c2cc(Cl)ccc2[nH]c1=O	-5	-13	-1%	6%	?	-6	-8%
CS/C(=N\S(=O)(=O)c1cccs1)Nc1ccc(Cl)cc1	-6	-33	0%	22%	-12%	-2	-32%
O=C(COc1ccc(Cl)cc1)NCc1nnc(SCC(=O)NCCc2ccccc2)o1	1	21	10%	0%	-3%	12	5%
CC(O)Cc1cn(CC(=O)N2CCNCC2)nn1 (stereo not drawn)	-3	-5	0%	10%	-2%	-3	23%
C=C(C)C(C)(C#CCN1CCCC1)OC(C)=O (stereo not drawn)	-10	-20	2%	-1%	-2%	-3	-11%
CCc1nnc(NC(=O)c2ccc(NC(=O)C(C)C)cc2)s1	99*	87	-5%	-2%	6%	41*	0%
S=C1NCN(CCc2ccccc2)CN1Cc1ccccc1	-4	-62*	-2%	-9%	7%	-2	2%
CCCCC1=CC2=C(c3ccco3)C(=O)C(C)(OC(=O)c3ccc(OC)cc3)C(=O)C2=CN1C(CO)CO (stereo not drawn)	-6	-11	?	7%	-6%	-4	21%
CC1CCN(C(=O)Cn2nnc(-c3ccccc3)n2)CC1	83*	119	8%	0%	?	30*	-3%
O=C(O)COc1ccc(-c2nccc(-c3cccs3)n2)cc1	15	.	21%	.	-5%	-3	-18%
O=C(CN1C(=O)c2ccccc2S1(=O)=O)N1CCN(c2ccc(F)cc2)CC1	16	30	2%	-1%	8%	-7	-20%
